Screening results deposited in PubChem by several laboratories.
FXIIa inh = human FXIIa protease inhibitors, primary screen, biochemical, 1536-well. Coagulation factor XII (Homo sapiens), P00748. purified FXIIa, Boc-QGR-AMC fluorogenic substrate, 2 h. inhibition, % at 5 µM. 0.3% of 220,000 active. AID 800, 2007; in the data active = inhibition above about 40%;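 note: 0% = enzyme with no compound and 100% = blank without enzyme; many of its hits are not listed in these tables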
Wee1 degr inh = Wee1 degradation inhibitors, primary screen, cell-based, HeLa, Wee1K328M-luciferase, luminescence | reporter increase, % at 5 µM | 1.2% of 220,000 active | Wee1-like protein kinase (Homo sapiens), P30291 | AID 1321, 2008 | HeLa Luc-Wee1K328M stability; 100% = proteasome inhibitor MG132 effect;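 active = activation above the mean of all tested compounds plus 3 SD, set per screening run, cut at about 8.8% in these data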;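 note: cells exposed to compound for 20 h before luminescence read; 0% = DMSO alone and 100% = MG132 at 30 µM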
TNF death inh = inhibitors of TNF-alpha triggered necroptosis, primary screen, cell-based, Jurkat FADD-/-, single concentration; Jurkat FADD-/- TNF necroptosis rescue, ATP luminescence, 24 h; 0 = TNF only, 100 = no-TNF cells; activation (protection from cell death), % at 10 µM; 0.068% of 220,000 active;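 active = activation, meaning protection from cell death, of at least 50% relative to plate controls; inactive = activation below 50%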;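 note: necroptosis triggered by 40 ng/mL TNF-alpha added together with compound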
CHOP inh = inhibitors of CHOP promoter induction, primary screen, cell-based, unfolded protein response, luciferase reporter; CHO-K1 CHOP-promoter luciferase, tunicamycin-induced, 15-18 h; inhibition, % at 10 µM; 3.8% of 220,000 active;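 active = compounds that reduced the stress-induced luciferase reporter signal by more than about 70% of percent inhibition, limit read from the data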;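 note: 0% = tunicamycin plus vehicle and 100% = wells without tunicamycin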
Tb hexokinase = Trypanosoma brucei hexokinase 1 inhibitors, primary screen, biochemical, G6PDH-coupled NADH absorbance, MLSCN library | recombinant TbHK1, G6PDH-coupled NADH A340 | inhibition, % at 10 µM | 0.11% of 220,000 active;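 active = inhibition of 50% or more in the single-dose primary screen; inactive = inhibition below 50%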
PPC-1+TRAIL kill = compounds killing PPC-1 cancer cells with TRAIL present, primary screen, TRAIL potentiator project, ATPLite luminescence, uHTS | 0.41% of 220,000 active | PPC-1 cells + TRAIL, ATPLite viability luminescence | cell killing (% activity), % at 4 µM;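 active = cell killing above 50% in the first pass at 4 µM, then a duplicate retest at 5 µM averaging 50% or more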;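 note: plate controls were cells with TRAIL plus DMSO for no effect and medium-only wells lacking cells for full effect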
FXIa inh 1536 = human FXIa protease inhibitors, primary screen, biochemical, 1536-well; Coagulation factor XI (Homo sapiens), P03951; purified FXIa, Boc-Glu-Ala-Arg-AMC fluorogenic substrate; inhibition, % at 5 µM; 0.14% of 220,000 active;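 active = inhibition of at least 40%; inactive = inhibition below 40%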;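 note: fluorescence of freed AMC excited at 355 nm; 0% = enzyme without compound and 100% = no enzyme blank; many of its hits are not listed in these tables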
Target sequence (P03951 19-387 limits assumed): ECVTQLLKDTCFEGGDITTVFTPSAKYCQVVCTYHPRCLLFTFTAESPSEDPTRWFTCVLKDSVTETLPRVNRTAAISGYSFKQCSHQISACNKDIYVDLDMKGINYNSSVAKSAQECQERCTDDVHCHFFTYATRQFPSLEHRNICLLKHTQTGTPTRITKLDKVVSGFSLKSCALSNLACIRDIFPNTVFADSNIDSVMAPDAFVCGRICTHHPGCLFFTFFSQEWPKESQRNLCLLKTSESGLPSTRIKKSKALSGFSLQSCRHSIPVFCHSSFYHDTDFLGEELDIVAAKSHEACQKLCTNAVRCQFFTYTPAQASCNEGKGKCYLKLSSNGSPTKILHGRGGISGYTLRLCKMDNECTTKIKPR
Target sequence (P03951 388-625 limits assumed): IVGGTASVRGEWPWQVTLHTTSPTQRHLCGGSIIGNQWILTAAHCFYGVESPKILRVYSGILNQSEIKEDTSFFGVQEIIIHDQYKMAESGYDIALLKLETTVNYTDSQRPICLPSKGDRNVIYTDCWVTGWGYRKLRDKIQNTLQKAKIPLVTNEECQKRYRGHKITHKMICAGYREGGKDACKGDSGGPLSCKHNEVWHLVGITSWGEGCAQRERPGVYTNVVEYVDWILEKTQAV
PGE2 EP2 inh = human EP2 receptor antagonists, primary screen, TR-FRET cAMP, C6 glioma cells; 0.52% of 260,000 active; C6 glioma cells expressing human EP2; cells stimulated with saturating PGE2; AID 1422, 2008; inhibition, % at 25 µM; Prostaglandin E2 receptor EP2 subtype (Homo sapiens), P43116;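 active = percent inhibition above 40 after rounding to a whole number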;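 note: rat C6 glioma host cells with rolipram phosphodiesterase inhibitor present; the protocol text gives 20 µM as final concentration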
zVAD death inh = inhibitors of zVAD-triggered necroptosis, primary screen, L929 cells | L929 zVAD necroptosis rescue, ATP luminescence, 24 h; with zVAD 60 µM | viability rescue, % at 10 µM | 0.38% of 220,000 active;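 active = activation, scaled between plate controls, above about 75%, limit read from the data; inactive = activation under that limit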;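 note: 0% = zVAD with DMSO and 100% = DMSO alone without zVAD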
An asterisk follows results filed as active; nt = no result given; & = joins results of further samples; [ ] = another dose, or the depositor's remark. These rows are one share of the data; rates above refer to the full screens.

SMILES,FXIIa inh,Wee1 degr inh,TNF death inh,CHOP inh,Tb hexokinase,PPC-1+TRAIL kill,FXIa inh 1536,PGE2 EP2 inh,zVAD death inh
CCC(C)n1c(O)c(/C=N/Nc2nc3c(c(=O)n(C)c(=O)n3C)n2C)c(=O)[nH]c1=S (stereo unspecified),8,1,0.9,45,-25,2,1,7,-0.2
C=CCN1C(=O)NC(=O)/C(=C/c2ccoc2)C1=O,5,-1,0.5,-23,2,9,4,3,0.2
Cc1ccc(Cc2c(C)nc3nc(SCC(=O)N4CCC5(CC4)OCCO5)nn3c2C)cc1,14,1,-0.3,-4,-9,8,4,7,-0.6
COc1ccc(C(C)=O)cc1CC(C(=O)c1ccccc1)N(C)C (stereo unspecified),9,3,2.2,4,3,-9,3,-1,0.3
COc1ccc(OC)c(/C=N/OC(=O)Nc2ccc(Cl)cc2)c1,10,3,-1.1,3,7,-7,3,5,-1.1
Cc1ccc(Cn2nc(C)c(C=O)c2Cl)cc1,5,-3,34,28,3,-7,0,6,12
Cc1ccc(S(=O)(=O)N(C)CCCC(=O)N2CCN(c3ccccn3)CC2)cc1,-21,-2,-12,10,-6,6,-13,10,-0.2
CCN(CC)c1ccc(/C=C2/C(=O)NC(=O)N(Cc3ccco3)C2=O)cc1,-16,2,-2.8,12,-21,-16,11,7,-0.8
COc1ccc(-c2nc3ccccc3c(=O)n2-c2nccs2)cc1,10,-2,-2.0,-14,-9,14,-2,5&14,-0.1
COc1ccc(C(Nc2ccccc2)P(=O)(Oc2ccccc2)Oc2ccccc2)cc1 (stereo unspecified),7,-3,1.9,0,1,2,4,2,0.6
CC1(c2ccc(Cl)cc2Cl)OCC(Cn2cncn2)O1 (stereo unspecified),2,2,0.2,22,0,23,-3,3,0.3
CCC(=NCc1ccc2c(c1)OCO2)c1c(O)n(C2CCCCC2)c(=O)[nH]c1=O,18,-2,-1.8,31,2,16,2,7,0.1
CCc1ccc(CN2CCCC(C(=O)c3sccc3C)C2)o1 (stereo unspecified),6,0,2.1,5,-3,0,-5,6,-1.4
COc1ccccc1CN1CCN(C(=O)COc2ccccc2)CC1,2,-3,0.1,24,-3,10,4,6,0.4
C=CCOC(=O)C1=C(C)OC(N)=C(C#N)C12C(=O)N(CN1CCOCC1)c1ccccc12 (stereo unspecified),10,-1,-2.1,20,-5,2,-2,20,-0.6
CCC(=NCCN1CCOCC1)c1c(O)n(-c2ccccc2C)c(=O)[nH]c1=O,20,5,1.6,8,0,23,8,8,0.6
CCOc1ccc(C2(C#N)CC[N+](C)(C)CC2)cc1,-5,1,-1.4,14,-5,12,-7,10&2,1.1
CCOC(=O)c1c(C)n(CCN2CCN(C)CC2)c2ccc(OC)cc12,10,-1,1.4,7,1,15,-6,6,-1.2
CCOC(=O)C(O)(c1ccc(NC(=S)NC(=O)c2ccc(Cl)cc2Cl)cc1)C(F)(F)F (stereo unspecified),3,-2,4.2,53,6,23,-1,6,1.2
CNP1(NC)=Nc2nn(-c3ccccc3)c(N)c2C(c2ccccc2)=N1,16,-2,-0.8,11,-6,0,-14,6,-0.1
Clc1cccc(N2CCNCC2)c1Cl,12,3,2.3,4,2,24,5,7,1.1
C=CCn1c(O)c(C(C)=Nc2cccc(C(F)(F)F)c2)c(=O)[nH]c1=O,13,-1,1.7,7,-17,-33,3,10,0.4
CN1C2C=C(N(C(=O)c3ccc(Cl)cc3)c3ccccc3)CC1CC2 (stereo unspecified),22,-4,-1.2,-3,-6,10,14,7,-0.3
Cc1ccnc(NS(=O)(=O)c2ccc(N=Cc3c(O)n(C)c(=O)n(C)c3=O)cc2)n1,6,1,-0.8,10,-34,-5,-1,4,0.1
Cc1cccc(-n2c(-c3ccc([N+](=O)[O-])cc3)nc3ccccc3c2=O)c1,8,2,0.5,-12,3,-11,1,7,-0.1
CCc1ccc(N2C(=O)NC(=O)C(CCc3ccncc3)(CCc3ccncc3)C2=O)cc1,6,2,0.7,14,-4,13,5,1,0.6
CCCCN1C(=O)NC(=O)/C(=C/c2cnc(SC)nc2)C1=O,11,1,-2.4,-1,1,13,-3,9,-0.2
Cc1cc2ccccc2c(=O)n1CC(=O)NCC(=O)N1CCC2(CC1)OCCO2,5,-3,0.0,-4,-8,-16,-4,9,1.8
O=C(Nc1ccccc1OC(=O)N1CCOCC1)N1CCOCC1,4,-2,-1.3,12,-4,5,-14,11,-0.1
CN1C(=O)C(=Cc2ccccc2OCc2ccc(Cl)cc2)C(=O)N(C)C1=O,7,1,-4.3,-37,35,-8,6,10,1.6

The last two compounds of the part above lead into the next.
SMILES,FXIIa inh,Wee1 degr inh,TNF death inh,CHOP inh,Tb hexokinase,PPC-1+TRAIL kill,FXIa inh 1536,PGE2 EP2 inh,zVAD death inh
O=C(Nc1ccccc1OC(=O)N1CCOCC1)N1CCOCC1,4,-2,-1.3,12,-4,5,-14,11,-0.1
CN1C(=O)C(=Cc2ccccc2OCc2ccc(Cl)cc2)C(=O)N(C)C1=O,7,1,-4.3,-37,35,-8,6,10,1.6
Cc1cc(/C=C2/C(=O)NC(=O)N(Cc3ccco3)C2=O)c(C)n1-c1ccc(C(=O)O)cc1,6,-2,1.0,24,-5,4,-2,2,0.1
CCC(=NCC1CCCO1)c1c(O)[nH]c(=O)[nH]c1=O (stereo unspecified),7,0,-0.1,41,-9,-12,-3,9,0.6
O=[N+]([O-])NC1=NCN(Cc2ccco2)CN1Cc1ccco1,5,1,1.2,19,-1,33,4,4,-0.2
O=C1CN=C(c2ccc(Br)cc2)c2c(sc3c2CCCC3)N1CCN1CCCCC1,2,5,-2.2,53,-1,10,14,8,0.6
C=CCOC(=O)C1=C(C)OC(N)=C(C#N)[C@@]12C(=O)N(CC(N)=O)c1ccccc12,-3,0,-0.3,-11,9,15,1,11,-0.3
COCc1cc(OC(=O)N(C)C)nc(-c2ccccc2)n1,2,-2,3.3,-19,0,-7,3,3,0.1
S=C1CN=C(c2ccccc2)c2cc(Cl)ccc2N1,8,-1,0.1,5,-4,12,-1,6,-0.5
Cc1cccc(-n2c(O)c(C=NCc3cccnc3)c(=O)[nH]c2=O)c1C,20,6,-0.1,15,28,9,4,5,-0.1
O=C1C2CCCN2C(c2ccc(Cl)cc2)N1c1ccccn1 (stereo unspecified),12,-3,-0.1,31,-5,17,32,3,0.8
CCOP(=O)(OCC)C(NC(=O)c1cccc(C)c1)C(Cl)(Cl)Cl (stereo unspecified),-3,1,2.7,10,-10,12,5,9,1.5
O=C(O)CC1OCC=C2CN3CCC45C6=CC(=O)C(=O)C([N+](=O)[O-])=C6NC4C1C2CC35 (stereo unspecified),1,1,2.8,2,-19,-4,2,5,1.9
C1CNC2NCCNC2N1 (stereo unspecified),13,1,0.2,5,-5,4,4,1,0.9
CCCC[N+]12CCC(CC1)C(C(=O)c1cccs1)C2 (stereo unspecified),8,-2,-1.1,15,-6,15,9,12,0.1
CCC(=NCCN1CCCCC1)c1c(O)n(C)c(=O)n(C)c1=O,-2,-4,0.1,5,6,-6,-1,18,-0.1
COc1ccc(CCn2c(O)c(C=NCCN3CCCCC3)c(=O)[nH]c2=O)cc1OC,6,7,-0.5,30,0,0,-6,4,0.8
Cc1ccc(-c2nc3ccccc3c(=O)n2-c2ccc(O)cc2)cc1,5,2,-0.3,26,1,15,3,4,0.6
CN1CCN(c2ccc(S(C)(=O)=O)cc2[N+](=O)[O-])CC1,16,1,0.3,-10,33,-4,6,9,0.5
CCN1CCN(c2ccc([N+](=O)[O-])cc2C=C2C(=O)NC(=O)NC2=O)CC1,12,4,1.1,-23,-16,11,6,8,0.8
O=C(c1cccn2c(=O)c3ccc(Cl)cc3nc12)N1CCC2(CC1)OCCO2,9,2,-0.1,-6,-29,6,21,nt,0.0
CC(=O)Nc1cccc([As](=O)(c2cccc(NC(C)=O)c2)c2cccc(NC(C)=O)c2)c1,5,-1,2.0,12,-8,6,1,7,0.9
CN(C)C(Cc1ccc(Cl)cc1)C(=O)c1ccccc1 (stereo unspecified),6,-1,2.6,10,-1,9,-7,10,1.0
CC(Cc1ccc(O)cc1)NCC(O)c1cc(O)cc(O)c1 (stereo unspecified),5,nt,3.3,0&7,-5,-9,-2,7&13&15,-0.2
Cc1ccc(-n2c(O)c(/C=N/c3ncc(Br)cc3Br)c(=O)[nH]c2=O)cc1,5,5,0.3,74*,-13,14,-1,20,-0.8
CN(C)C(=O)NC(O)C(Cl)(Cl)Cl (stereo unspecified),10,0,-2.3,7,1,16,6,4,-0.4
Cn1c(NN=O)nc2ccccc21,4,15*,-9.7,17,-16,39,-2,32&5,41
COc1cc2c3c(c1OC)-c1cc(O)ccc1CC3NCC2 (stereo unspecified),19,-2,-1.7,10,4,18,-1,10,-0.2
C=C(C=O)C[C@@H]1C[C@H](O)C2OC3C[C@]4(C)OC5/C=C\CC6OC7C(CC=CCC6OC5CCCC4OC3CC2O1)OC1CC2OC3CC(=O)OC3C[C@@H](C)C[C@@]2(C)OC1C[C@@H]7C (stereo partly specified),13,nt,-26,107*,-3,78*[5 µM],-1,20,5.9
